JNK3 blocker = inhibitors of human JNK3 kinase. actives 0.61% (n = 60,000). AID 746. P53779. purified JNK3 kinase activity, HTS. inhibition, % at 8 µM; in the data active = inhibition above about 17%;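 also: 0% = DMSO and 100% = reference inhibitor; many of its hits are not listed in these tables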
CatL block = inhibitors of human cathepsin L; purified cathepsin L, fluorogenic substrate, fluorescence; actives 0.17% (n = 58,000); inhibition, %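 (tested at 10 µM)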; P07711; in the data active = inhibition above about 45%;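 also: 0% = enzyme with no compound and 100% = no enzyme blank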
ROCK2 inh = ROCK2 (human) kinase inhibition; O75116; purified ROCK2, Kinase-Glo ATP depletion luminescence; inhibition, % at 6 µM; actives 0.35% (n = 60,000); AID 604;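 active = inhibition above the screen-wide mean inhibition plus 3 SD, cut at about 18% in these data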;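 also: plate controls were DMSO wells for no effect and Y-27632 control wells after no-enzyme background subtraction for full effect; many of its hits are not listed in these tables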
FXIIa mix inh = inhibitors of human coagulation factor XIIa, pooled mixtures; P00748; purified FXIIa, fluorogenic substrate; inhibition, % at 5 µM; actives 0.2% (n = 62,000);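 also: 0% = enzyme without compound and 100% = no enzyme blank; some results filed as inactive read as strong as hits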
Target sequence (P00748 20-372 limits assumed): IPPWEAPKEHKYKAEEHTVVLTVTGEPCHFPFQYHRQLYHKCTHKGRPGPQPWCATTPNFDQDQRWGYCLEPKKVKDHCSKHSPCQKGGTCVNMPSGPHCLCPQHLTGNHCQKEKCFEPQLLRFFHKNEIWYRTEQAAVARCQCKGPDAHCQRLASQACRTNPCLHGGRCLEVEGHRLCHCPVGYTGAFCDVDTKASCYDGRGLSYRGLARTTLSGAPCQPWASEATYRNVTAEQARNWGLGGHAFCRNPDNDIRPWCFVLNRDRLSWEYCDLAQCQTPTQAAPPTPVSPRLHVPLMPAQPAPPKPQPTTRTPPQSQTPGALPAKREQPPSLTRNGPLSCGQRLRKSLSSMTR
Target sequence (P00748 373-615 limits assumed): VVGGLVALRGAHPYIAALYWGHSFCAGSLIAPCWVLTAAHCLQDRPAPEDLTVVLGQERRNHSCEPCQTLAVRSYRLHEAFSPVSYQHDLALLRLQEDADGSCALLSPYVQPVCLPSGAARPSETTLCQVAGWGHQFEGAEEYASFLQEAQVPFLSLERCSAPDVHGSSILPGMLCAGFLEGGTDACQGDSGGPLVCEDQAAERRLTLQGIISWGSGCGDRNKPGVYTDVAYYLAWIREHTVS
C1s inh = blocks human complement C1s protease activity. actives 0.16% (n = 62,000). purified C1s, fluorogenic AMC substrate, pooled mixtures. mean inhibition % of two 10-compound mixtures (active compounds read high), % at 5 µM (by protocol). P09871;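 active = inhibition above 20% in each of the two 10-compound mixture wells holding the compound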;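 also: 0% = enzyme wells lacking compound mixture and 100% = no-enzyme blank wells; some compounds called inactive have numbers as strong as hits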
PKA inh = PKA (human) kinase inhibition. inhibition, % at 6 µM. actives 0.1% (n = 65,000). AID 524. PKA Kemptide phosphorylation, Kinase-Glo ATP luminescence;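 active = inhibition above the screen-wide mean inhibition plus 3 SD, cut at about 21% in these data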; also: many of its hits are not listed in these tables
CatS block = blocks human cathepsin S protease activity | AID 501 | actives 0.06% (n = 62,000) | P25774 | recombinant cathepsin S, AMC dipeptide fluorescence, pooled mixtures | inhibition, %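 (tested at 5 µM per compound within 10-compound mixtures)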; in the data active = inhibition above about 32%, passing the limit was not always enough;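 also: 0% = enzyme without compound and 100% = blank without enzyme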
Target sequence (P25774 115-331 limits assumed): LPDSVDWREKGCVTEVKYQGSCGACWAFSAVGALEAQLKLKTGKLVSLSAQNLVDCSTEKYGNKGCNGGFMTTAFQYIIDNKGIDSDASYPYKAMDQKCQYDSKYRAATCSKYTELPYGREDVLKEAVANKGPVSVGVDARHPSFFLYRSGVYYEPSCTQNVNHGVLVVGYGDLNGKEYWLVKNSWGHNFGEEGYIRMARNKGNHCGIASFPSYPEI
FXIa inh mix = inhibitors of human coagulation factor XIa, pooled mixtures; P03951; purified FXIa, fluorogenic substrate; inhibition, % at 5 µM; actives 0.19% (n = 62,000); AID 680;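 also: each value is inhibition by a whole ten-compound pool holding the compound; 0% = enzyme with no mixture and 100% = wells lacking enzyme; strong numbers were not always called active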
CatG inh = cathepsin G (human) inhibition; P08311; purified enzyme, AMC-tetrapeptide fluorescence, pooled mixtures; inhibition, % at 5 µM (by protocol); actives 0.2% (n = 62,000); AID 581;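 active = inhibition above 20% in each of the two mixture wells holding the compound; inactive = inhibition of 20% or less in either well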;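 also: 0% = enzyme control without mixture and 100% = blank lacking enzyme; strong numbers were not always called active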
Target sequence (P08311 21-244 limits assumed): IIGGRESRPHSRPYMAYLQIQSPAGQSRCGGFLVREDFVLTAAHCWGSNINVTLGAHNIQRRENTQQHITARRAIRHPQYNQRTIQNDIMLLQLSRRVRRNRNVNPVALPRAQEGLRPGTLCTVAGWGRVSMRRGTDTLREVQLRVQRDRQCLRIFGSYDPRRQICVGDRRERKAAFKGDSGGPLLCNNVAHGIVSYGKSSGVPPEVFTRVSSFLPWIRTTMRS
* = called active by the depositor; nt = no result given. Rule as the data show it, unless noted: active = inhibition above about 20% (passing the limit was not always enough); inactive = the rest.

Values run as follows: JNK3 blocker	CatL block	ROCK2 inh	FXIIa mix inh	C1s inh	PKA inh	CatS block	FXIa inh mix	CatG inh
> COc1cccc(NC(=O)N(Cc2cc3cc(C)cc(C)c3[nH]c2=O)CC2COCCO2)c1 (centres undefined)
    -9.5	-3.4	-0.3	-0.8	0.6	-5.2	-9.5	8.0	-4.5
> O=C(NCc1ccccc1)c1cnc2n(c1=O)CCS2
    -4.4	1.7	-0.7	9.4	15.8	-3.2	-0.3	-0.6	9.9
> CCOC(=O)N1CCC(n2c(SCC(=O)NCCC3=CCCCC3)nc3ccccc3c2=O)CC1
    nt	-8.6	nt	2.5	-188.6	8.5	-20.6	4.4	-12.7
> CCOC(=O)N1CCC(N(CCOC)C(=O)Nc2ccc(Cl)c(Cl)c2)CC1
    1.4	-1.2	6.7	3.8	-17.4	9.1	-9.2	3.3	-5.1
> CC1CCCCC1NC(=O)C1CCN(S(=O)(=O)N2CCC3(CC2)OCCO3)CC1 (centres undefined)
    -3.0	20.5	0.6	6.3	13.7	-0.3	0.0	2.6	11.4
> Cc1nc2c(=O)oc3ccccc3c2n1-c1ccccc1
    4.0	8.4	5.4	17.1	7.7	6.5	-0.3	9.5	9.0
> O=C(COC(=O)COc1ccccc1)Nc1ccccc1OC(F)F
    0.1	1.7	3.4	-1.7	2.6	10.9	16.5	3.6	1.4
> Clc1ccc(OCc2nn3c(-c4ccco4)nnc3s2)cc1
    -2.0	11.9	3.1	6.3	-12.9	8.8	-5.7	-0.8	-4.2
> O=C(CCCc1ccccc1)NCc1cn2ccsc2n1
    -4.7	nt	0.7	4.5	-3.9	8.7	-3.3	2.7	-3.9
> Cc1ccc(CN2C(=O)/C(=C3\SC(N4CCOCC4)=NC3=O)c3cc(Br)ccc32)cc1
    2.1	6.2	1.8	-3.0	-2.4	0.8	15.7	6.4	-1.7
> CCOC(=O)Oc1ccc2oc(=O)cc(C)c2c1
    7.2	-1.7	3.9	-9.2	-151.7	3.1	-18.6	-15.2	-13.3
> COc1ccc2c(c1OC)C(=O)OC2Nn1cncn1 (centres undefined)
    -7.6	-3.9	3.8	5.3	-34.1	12.5	-9.6	2.5	-1.0
> O=C(Cc1ccc(-n2cccc2)cc1)N1CCc2ccccc21
    -2.9	2.2	6.9	-2.4	1.0	14.7	-4.3	14.1	32.6
> CCCNc1ncccc1C(N)=O
    nt	-3.5	nt	2.3	-9.0	-2.8	19.3	5.2	-2.3
> Cc1csc(NC(=O)CSc2nnc(C)n2Cc2ccco2)n1
    1.6	2.7	7.5	3.3	-0.5	7.1	18.7	36.0	23.2
> COc1cc(CC(=O)OCC(=O)Nc2ncc(Cl)cc2Cl)cc(OC)c1OC
    -1.2	nt	6.0	-20.0	1.2	8.8	-3.0	4.9	7.9
> Cc1cccc(C)c1OCC(=O)NCc1nnc(SCC(=O)NC2CCCCC2)n1C
    nt	nt	nt	11.4	0.1	10.2	-2.8	1.1	6.4
> COc1ccccc1OCCn1cc(C(=O)c2ccco2)c2ccccc21
    3.5	-9.5	0.4	-2.1	-10.6	1.9	5.2	5.7	11.4
> O=C(c1ccc2c(c1)OCCO2)C1CCN(S(=O)(=O)c2ccc(F)cc2)CC1
    -3.4	3.2	-2.4	4.8	-3.8	-4.4	-4.0	4.0	9.0
> O=C1C2C(C(=O)N1c1ccc3c(c1)OCO3)C1C=CC2C12CC2 (centres undefined)
    nt	14.4	nt	-1.6	-10.8	nt	1.6	3.2	-3.4
> CC(CCc1ccccc1)NC(=O)c1cccnc1 (centres undefined)
    -0.9	-1.9	-2.6	3.7	-37.3	3.5	0.3	-0.5	-3.8
> O=C(Nc1ccc(Cc2ccncc2)cc1)c1ccc(S(=O)(=O)N2CCOCC2)cc1
    -1.8	7.2	15.2	8.4	-5.0	7.8	-5.3	2.3	-2.1
> COc1ccccc1C1(CC(=O)N2CCOCC2)CCOC(C(C)C)C1 (centres undefined)
    1.1	5.0	4.5	4.3	-0.4	-7.0	1.1	3.0	-5.0
> CC(C)=CCCC(C)CN(C)CCc1ccccn1 (centres undefined)
    -4.3	-0.2	5.0	5.9	4.6	1.9	13.4	-1.7	4.0
> Cc1cc(=O)oc2c1c(C)nn2-c1nn[nH]n1
    1.6	0.7	2.7	15.9	-6.6	11.1	-2.8	0.8	8.8
> COc1ccc(C(C#N)(CCC#N)CCC#N)cc1OC
    -8.9	-4.6	4.3	4.5	2.2	8.9	-0.2	4.1	-5.5
> Cn1c(NCCCN2CCOCC2)nc2c1c(=O)n(Cc1ccc(Cl)c(Cl)c1)c(=O)n2C
    1.9	19.1	-0.7	9.3	-28.0	3.8	22.7	-8.7	-12.9
> CCOC(=O)N1CCN(CC(=O)c2c(C)[nH]c3ccccc23)CC1
    -4.2	8.5	1.9	9.0	10.4	-3.4	11.5	15.7	7.9
> COc1ccc(N2CSC3=C(C#N)C(c4cc(OC)ccc4OC)CC(=O)N3C2)c(OC)c1 (centres undefined)
    -13.1	-3.3	6.8	0.7	5.9	7.8	3.3	4.2	8.3
> CCOc1ccc(C(=O)CN2CCN(S(=O)(=O)c3ccc(F)cc3)CC2)cc1
    0.7	15.0	5.1	-2.0	-15.1	2.9	-1.7	1.2	6.3
> O=C(O)c1[nH]nc2c1COc1ccccc1-2
    3.3	-3.0	5.0	27.7	3.2	6.9	-7.8	-1.9	8.8
> O=C(O)c1ccc(COc2ccccc2Cl)cc1
    -0.4	-2.0	0.3	-15.4	0.9	4.4	17.4	6.5	0.1
> COc1cc(C)c(C)cc1S(=O)(=O)N1CCN(Cc2ccc3c(c2)OCO3)CC1
    0.7	nt	4.8	4.7	4.4	2.5	-10.1	2.4	8.9
> CCN(CC)c1ccc(NC(=O)Nc2ccc(C(C)=O)cc2)cc1
    -12.6	-7.2	6.3	2.2	-35.5	10.6	-3.7	10.9	2.2
> O=C(CN1C2CCCC1CC(NC(=O)c1ccco1)C2)Nc1ccccc1C(F)(F)F (centres undefined)
    -3.1	nt	2.4	3.5	3.9	4.4	12.4	-0.6	9.8
> Cc1ccc(-c2ccccc2NC(=O)C2C3C=CC(C3)C2C(=O)O)o1 (centres undefined)
    -2.7	-4.3	5.6	nt	nt	3.7	nt	nt	nt
> CCOC(=O)C1Cn2c(nc3c(c2=O)C(C)(C)Cc2ccccc2-3)S1 (centres undefined)
    -4.8	nt	3.6	4.0	-21.4	6.7	-8.6	-1.1	5.8
> CCN(CCCNC(=O)CN(C)S(=O)(=O)c1cccc2nsnc12)c1ccccc1
    -6.5	2.3	-0.3	7.8	0.4	-1.5	-1.8	2.7	-4.9
> CCCCN1C(=O)C(O)(CC(=O)c2ccccc2OC)c2ccccc21 (centres undefined)
    0.0	nt	-0.5	-10.2	3.1	-6.6	-1.0	11.1	7.3
> O=C(NCc1cccs1)C1CCN(S(=O)(=O)c2cccs2)CC1
    8.2	0.8	-2.4	1.0	-20.2	4.5	20.4	-8.9	7.6
> CC(=O)Nc1ccccc1O
    -0.6	12.9	6.1	1.5	18.3	-0.9	13.3	16.1	12.5
> COc1cc(C(=O)Nc2oc(-c3ccccc3)c(-c3ccccc3)c2C#N)cc(OC)c1OC
    6.9	-5.0	5.6	0.0	-31.1	10.8	12.5	-1.3	-14.0
> Cn1c(SCC(=O)N2CCCCC2)nc2cccnc21
    8.8	15.6	2.3	0.6	-4.3	5.3	6.7	1.8	8.1
> Cn1c(Cn2c(=O)sc3ccccc32)nnc1SCC(=O)NC1CCCC1
    2.9	nt	2.6	-9.3	-86.9	4.7	-7.8	-9.2	-3.7
> Cc1cc(=O)[nH]c(SCC(=O)N2c3ccccc3CC2C)n1 (centres undefined)
    -0.5	3.9	-3.6	-9.2	-3.2	6.9	33.4	2.5	17.0
> CCCCNc1ncnc2c1cnn2-c1ccccc1
    5.7	5.8	5.0	11.3	-2.2	10.2	-4.3	-6.6	5.8
> CCC(=O)N=C1SC2CS(=O)(=O)CC2N1c1cccc(OC)c1 (centres undefined)
    2.2	-5.7	5.7	-1.9	-3.7	8.7	-0.8	0.5	7.5
> OC(CNC1CCCCC1)CN1CCN(CC(O)CNC2CCCCC2)CC1 (centres undefined)
    5.8	9.3	2.5	8.7	3.2	0.6	5.7	1.8	0.5
> CCOc1ccc(NC(=O)CNC(=O)c2ccc(OC)c(OC)c2)cc1
    3.7	2.1	1.9	13.2	-32.8	-0.4	12.3	7.5	-1.2
> CCCn1c(SCCc2ccccc2)nc2c1c(=O)[nH]c(=O)n2C
    -7.1	7.6	0.9	3.1	14.5	4.9	-33.0	7.2	6.7

Molecules shown so far that contain a COOH group:
Values run as follows: JNK3 blocker	CatL block	ROCK2 inh	FXIIa mix inh	C1s inh	PKA inh	CatS block	FXIa inh mix	CatG inh
> O=C(O)c1[nH]nc2c1COc1ccccc1-2
    3.3	-3.0	5.0	27.7	3.2	6.9	-7.8	-1.9	8.8
> O=C(O)c1ccc(COc2ccccc2Cl)cc1
    -0.4	-2.0	0.3	-15.4	0.9	4.4	17.4	6.5	0.1
> Cc1ccc(-c2ccccc2NC(=O)C2C3C=CC(C3)C2C(=O)O)o1 (centres undefined)
    -2.7	-4.3	5.6	nt	nt	3.7	nt	nt	nt

Remaining list, next part:
Values run as follows: JNK3 blocker	CatL block	ROCK2 inh	FXIIa mix inh	C1s inh	PKA inh	CatS block	FXIa inh mix	CatG inh
> Cc1noc(COc2ccccc2OCC(N)=O)c1Cl
    2.4	1.4	6.9	1.0	-1.3	11.5	-0.4	7.1	-1.1
> Cc1ccc(C(=O)NCCn2cc(SCC(=O)Nc3cc(C)on3)c3ccccc32)cc1
    -6.8	nt	7.1	1.1	12.3	-3.6	-3.6	4.0	33.4
> CCCc1ncc(C(O)c2ccc(OC)cc2)n1C (centres undefined)
    -12.2	5.2	-1.8	-5.5	0.0	-5.7	14.5	4.1	-0.3
> COc1cc2cc(C(=O)O)n(C)c2c(OC)c1OC
    0.1	12.8	1.6	3.8	1.9	1.6	2.3	3.6	2.2
> O=C(CSc1nc2ccccc2n1-c1ccccc1)NCC1CCCO1 (centres undefined)
    6.5	nt	3.1	2.9	4.0	8.0	0.8	-0.2	6.5
> Cc1cccc(CS(=O)(=O)Cc2ccc(C(=O)NCc3cccnc3)o2)c1
    3.2	14.2	5.4	2.0	4.9	9.9	-1.6	-1.8	7.2
> CCCc1cc(=O)n2[nH]c(C)nc2n1
    3.1	7.9	1.6	-14.8	-26.5	5.5	-14.3	-4.8	-2.8
> O=C(COC(=O)c1cc(S(=O)(=O)N2CCOCC2)ccc1Cl)Nc1ccc2c(c1)OCO2
    0.6	15.9	6.7	2.9	17.5	10.6	-2.8	7.4	8.3
> CSc1ccccc1C(=O)Nc1cccc(N(C)S(C)(=O)=O)c1
    3.4	-4.1	-1.4	13.1	10.0	-2.2	-6.0	3.6	8.5
> C=CCOc1c(Cl)cc(C2NC(=O)NC(C)=C2C(=O)OC)cc1Cl (centres undefined)
    -3.6	4.8	0.6	-1.1	-2.4	0.5	18.4	3.2	-1.4
> COCCNC(=O)c1ccccc1NC(=O)COc1ccccc1
    -1.2	-6.4	0.4	-1.2	0.4	-3.2	-10.1	6.7	2.1
> COC(=O)C1=C(C)OC(N)=C(C#N)C1c1ccccc1F (centres undefined)
    10.5	-2.1	6.7	4.2	2.4	8.2	1.2	1.4	-2.2
> COc1cc(-c2nnc(SCC#CCO)o2)cc(OC)c1OC
    -6.0	-15.6	1.2	5.2	-7.6	-0.6	0.4	4.3	-2.5
> CC(OC(=O)C1CCN(S(=O)(=O)c2ccccc2)CC1)C(=O)Nc1ncc(Cl)cc1Cl (centres undefined)
    -0.5	nt	-0.3	-1.0	19.1	3.2	-3.9	10.9	11.5
> CCOC(=O)CSc1nnc(-c2ccco2)n1C
    3.6	-0.9	7.8	-15.4	-35.8	7.4	7.7	-5.3	0.9
> CCOc1ccccc1NC(=O)c1cc(CC(C)C)oc1C
    10.1	-0.8	-10.7	6.0	33.7	-1.4	2.6	6.3	-7.5

High-throughput results from PubChem BioAssay.
